TDP1 block: blocks human tyrosyl-DNA phosphodiesterase 1; 0.28% of 350,000 active; Potency, µM (highest dose often 130 µM), for inactives: at the top dose activity change, negative = inhibition, most hits filed as inhibitors; Q9NUW8; AID 485290; recombinant TDP1, AlphaScreen DNA substrate cleavage; note: nearly all actives have a fitted effect of over 40% in size
Target sequence (Q9NUW8 whole entry, looked up): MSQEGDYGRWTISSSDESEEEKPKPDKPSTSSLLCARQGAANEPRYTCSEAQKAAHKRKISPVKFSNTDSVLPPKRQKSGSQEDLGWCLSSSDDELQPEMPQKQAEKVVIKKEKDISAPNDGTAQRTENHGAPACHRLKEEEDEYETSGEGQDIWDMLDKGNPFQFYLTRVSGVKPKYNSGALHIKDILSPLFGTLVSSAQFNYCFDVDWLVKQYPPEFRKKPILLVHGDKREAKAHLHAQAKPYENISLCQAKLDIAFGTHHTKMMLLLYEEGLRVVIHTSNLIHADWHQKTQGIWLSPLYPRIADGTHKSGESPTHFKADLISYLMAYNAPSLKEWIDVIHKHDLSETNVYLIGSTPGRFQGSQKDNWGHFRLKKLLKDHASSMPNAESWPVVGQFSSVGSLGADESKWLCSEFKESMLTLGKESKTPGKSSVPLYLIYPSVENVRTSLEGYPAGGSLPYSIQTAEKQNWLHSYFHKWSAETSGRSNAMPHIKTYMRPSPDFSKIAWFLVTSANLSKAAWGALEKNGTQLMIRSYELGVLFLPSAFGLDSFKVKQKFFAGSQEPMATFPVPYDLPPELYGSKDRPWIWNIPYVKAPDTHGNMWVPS
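AlphaScreen read-out: signal falls as enzyme removes the 3' tyrosine-FITC from a 5'-biotinylated DNA oligo (15 nM, 5 min, RT). Enzyme was E. coli-made recombinant Tdp1 at 1 nM, exposed to compound for 15 min beforehand; beads 10 ug/ml, 10 min.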
N370S GC: N370S glucocerebrosidase modulation, Gaucher chaperone candidate; P04062; N370S GC spleen homogenate, 4MU-glucoside fluorescence; Potency, µM (titrated, usually from 59.4 µM), without a hit: at the top dose activity change, negative = inhibition, usual class: inhibitors; 0.092% of 330,000 active;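 note: 0% = full enzyme activity and -100% = no enzyme basal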
FEN1 inhibitor: blocks human flap endonuclease 1; 0.35% of 390,000 active; P39748; Potency, µM (series often up to 114 µM), for the others: top-dose activity change, negative = inhibition, usual class: inhibitors; AID 588795; Recombinant FEN1 flap cleavage, fluorescence, 15 min; note: nearly all actives have a fitted effect of over 65% in size
Target sequence (P39748 whole entry, looked up): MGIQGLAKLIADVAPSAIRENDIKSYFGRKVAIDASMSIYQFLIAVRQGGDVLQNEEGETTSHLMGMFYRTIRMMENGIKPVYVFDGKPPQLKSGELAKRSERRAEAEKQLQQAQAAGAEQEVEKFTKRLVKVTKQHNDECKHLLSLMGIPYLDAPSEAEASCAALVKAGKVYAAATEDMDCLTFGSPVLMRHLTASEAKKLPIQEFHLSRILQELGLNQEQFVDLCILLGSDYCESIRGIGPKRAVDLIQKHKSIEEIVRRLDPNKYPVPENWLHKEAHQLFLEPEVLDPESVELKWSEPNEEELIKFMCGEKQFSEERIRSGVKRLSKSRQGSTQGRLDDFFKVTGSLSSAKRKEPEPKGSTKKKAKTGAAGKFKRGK
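FEN1 at 10 nM preincubated with compounds 15 min at room temperature, then flap DNA substrate added at 50 nM final. Signal read at 0 and 15 min; concentration-response fitted with four-parameter Hill equation.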
Starred values were filed as active, the others as inactive; & = joins results of further samples; [ ] = remark or other dose. Calls come from the whole dose curve; as a rule, active = well fitted curve in the direction sought with a large enough effect; inconclusive = small, poorly fitted or top-dose-only effect, or another doubt; inactive = no such curve, though single readings can be large; an effect the other way counts as inactive or inconclusive. Unless noted, % is set by controls: 0 for no effect and ±100 for the full control effect; potency is the fitted concentration of half-maximal effect.

Start of the listing, in advance (2 entries):
`Cc1cccc(CC(Cc2nc3ccccc3[nH]2)c2nc3ccccc3[nH]2)c1` (stereo not given) gave TDP1 block 5.3%, N370S GC -7.2% and FEN1 inhibitor -2.8%.
`Cc1ccc(SCC(=O)NC(=O)NCc2ccco2)cc1C` gave TDP1 block -7.3% and N370S GC 26.0%.

The listing, previewed entries included:
`Cc1cccc(CC(Cc2nc3ccccc3[nH]2)c2nc3ccccc3[nH]2)c1` (stereo not given) gave TDP1 block 5.3%, N370S GC -7.2% and FEN1 inhibitor -2.8%.
`Cc1ccc(SCC(=O)NC(=O)NCc2ccco2)cc1C` gave TDP1 block -7.3% and N370S GC 26.0%.
`CCCCn1c(=S)[nH]c2cc(S(=O)(=O)N3CCCCC3)ccc21` gave TDP1 block 1.1%, N370S GC 4.7% and FEN1 inhibitor -13.2%.
CCOC(=O)N1CCN(C(=O)c2c(-c3c(Cl)cccc3Cl)noc2C)CC1 was read as TDP1 block -6.5%, N370S GC -3.0% and FEN1 inhibitor 4.2%.
For CCn1cc(C(=O)N(C)c2ccc(C(C)C)cc2)c2cc(OC)c(OC)cc2c1=O the results were TDP1 block 8.8% and FEN1 inhibitor 15.5%.
`Cc1nnc(SCc2ccccc2C#N)n1-c1ccccc1` gave TDP1 block 6.6%, N370S GC 2.3% and FEN1 inhibitor -1.3%.
For O=C(CSc1ncccn1)NCc1ccc2c(c1)OCO2 the results were TDP1 block 1.3%[0.0935 µM], N370S GC 3.0% and FEN1 inhibitor -1.8%.
Screening CCCS(=O)(=O)N1CCN(Cc2ccco2)CC1 returned N370S GC 7.8% and FEN1 inhibitor 6.3%.
For CCCCCOC(=O)c1cc(=O)[nH]c2ccccc12 the results were TDP1 block 7.8%, N370S GC 4.5% and FEN1 inhibitor 0.2%.
CC(C)N1CCN(Cc2cccc(-n3cccn3)c2)CC1CCO (stereo not given) was read as TDP1 block 3.0%, N370S GC 0.4% and FEN1 inhibitor -2.0%.
`Cc1cccc(/C=N\NC(=O)c2csnn2)c1` gave TDP1 block 0.0%, N370S GC 22.5% and FEN1 inhibitor 1.4%.
COc1cc2oc3ccccc3c2cc1N(CC(=O)N(C)C)S(=O)(=O)c1ccc(C)cc1 was read as TDP1 block 5.9%, N370S GC 21.9% and FEN1 inhibitor -0.8%.
`COc1ccc(CC(=O)NCc2ccccc2Cl)cc1S(=O)(=O)N1CCOCC1` gave TDP1 block -2.0%, N370S GC -4.6%[2.35 µM] and FEN1 inhibitor 5.5%.
COc1ccc(NC(=O)Cc2nnc(SCC(=O)c3ccc(F)cc3)n2C)cc1 was read as TDP1 block 0.2%, N370S GC -15.5% and FEN1 inhibitor -7.2%.
Screening COc1cc(OC)c(C2N(c3ccc(Cl)cc3)C(=O)C3CCCN32)cc1OC (stereo not given) returned TDP1 block 3.7%, N370S GC -3.7% and FEN1 inhibitor -3.6%.
Screening Cc1ccccc1OCc1nc2ccc(S(=O)(=O)N3CCOCC3)cc2[nH]1 returned TDP1 block -0.5%, N370S GC 4.1% and FEN1 inhibitor 3.6%.
COc1ccc(S(=O)(=O)N2CCC(C(=O)NCCC(=O)NCc3ccncc3)CC2)cc1 was read as TDP1 block 4.7%, N370S GC -8.6% and FEN1 inhibitor -5.3%.
`O=C(CSc1nccc(=O)[nH]1)Nc1ccc(F)c(Cl)c1` gave TDP1 block 2.3%, N370S GC 0.2% and FEN1 inhibitor -14.6%.
`COC(=O)Nc1nnc(/C=C/c2ccc(OC)cc2)s1` gave TDP1 block 0.0%, N370S GC 6.9% and FEN1 inhibitor -3.8%.
Screening CC(C)Cc1csc(NC(=O)c2ccc(Br)cc2)c1C(=O)O returned TDP1 block 0.0%, N370S GC -10.2% and FEN1 inhibitor -11.4%.
Cc1ccc(OCC(O)CN2CCN(Cc3ccc4c(c3)OCO4)CC2)cc1C (stereo not given) was read as TDP1 block 5.9%, N370S GC -24.9% and FEN1 inhibitor 6.4%.
Screening Cc1ccc(Nc2nnc(-c3ccccc3N)o2)cc1C returned TDP1 block 3.1%, N370S GC inconclusive and FEN1 inhibitor -17.9%.
`O=C(NCCc1ccco1)c1nn(Cc2ccccc2)c(=O)c2ccccc12` gave TDP1 block -1.0%, N370S GC 4.1% and FEN1 inhibitor -3.1%.
`CCCCC[C@H](O)/C=C/C1=C(C/C=C\CCCC(=O)O)C(=O)CC1` gave TDP1 block 7.3%&6.2% and N370S GC 1.1%&-1.8%.
`CC(CCc1ccccc1)NC(=O)COC(=O)C1=COCCO1` (stereo not given) gave TDP1 block 5.8%, N370S GC 4.7% and FEN1 inhibitor 10.8%.
For CC(=O)N1CCCN(C(=O)c2cc(COc3c(F)cccc3F)on2)CC1 the results were TDP1 block 5.3%, N370S GC 1.1% and FEN1 inhibitor 6.2%.
For O=C(NCC1CCOCC1)c1ccc2nc(Cc3cccc(Cl)c3)oc2c1 the results were TDP1 block 1.4%, N370S GC inconclusive and FEN1 inhibitor -5.5%.
`CCOC(=O)c1ccccc1NC(=O)Cn1cnc2c(cnn2C(C)(C)C)c1=O` gave TDP1 block 5.2%, N370S GC 4.6% and FEN1 inhibitor -3.6%.
`COC(=O)C1=C(CS(=O)(=O)c2ccc(C)cc2)NC(=O)NC1c1ccc(OC)c(OC)c1` (stereo not given) gave TDP1 block 0.9%, N370S GC -17.2% and FEN1 inhibitor -16.7%.
Screening CCOC(=O)c1c(NC(=O)c2noc(C)c2[N+](=O)[O-])sc(C(C)=O)c1C returned TDP1 block 8.0%, N370S GC -4.3% and FEN1 inhibitor 2.8%.

No new results follow: an excerpt of the list.
`CCOC(=O)c1ccccc1NC(=O)Cn1cnc2c(cnn2C(C)(C)C)c1=O` gave TDP1 block 5.2%, N370S GC 4.6% and FEN1 inhibitor -3.6%.
`COC(=O)C1=C(CS(=O)(=O)c2ccc(C)cc2)NC(=O)NC1c1ccc(OC)c(OC)c1` (stereo not given) gave TDP1 block 0.9%, N370S GC -17.2% and FEN1 inhibitor -16.7%.
Screening CCOC(=O)c1c(NC(=O)c2noc(C)c2[N+](=O)[O-])sc(C(C)=O)c1C returned TDP1 block 8.0%, N370S GC -4.3% and FEN1 inhibitor 2.8%.

Other results follow:
COc1ccc(OCC(=O)N/N=C/C2CC=CCC2)cc1 (stereo not given) was read as TDP1 block 3.8%, N370S GC 4.9% and FEN1 inhibitor 18.4%.
`Cc1ccc(NCc2n[nH]c(=S)n2Cc2ccccc2)cc1Cl` gave TDP1 block -2.6%, N370S GC 10.1% and FEN1 inhibitor 0.9%.
For CCOC(=O)c1ccc(-c2cccc(C(F)(F)F)c2)nc1C the results were TDP1 block -2.6%, N370S GC 4.9% and FEN1 inhibitor -22.6%.
For O=C(c1ccc([N+](=O)[O-])o1)N1CCN(Cc2ccccc2)CC1 the results were TDP1 block 4.7%, N370S GC -0.9% and FEN1 inhibitor 17.3%.
CC(=O)NCCNc1ccc([N+](=O)[O-])cc1C#N was read as TDP1 block -3.8%, N370S GC -17.3% and FEN1 inhibitor -7.1%.
Screening O=C(COC(=O)c1c2c(nc3ccccc13)CCCCC2)NCc1ccc2c(c1)OCO2 returned TDP1 block 3.0%, N370S GC -13.2% and FEN1 inhibitor -13.0%.
`Cc1ccc(Oc2ncnc(N)c2[N+](=O)[O-])cc1C` gave TDP1 block 5.5%, N370S GC 7.5% and FEN1 inhibitor -4.7%.
For Cc1ccc(SCC(=O)Nc2ccc(-c3nnc(-c4ccco4)o3)cc2)cc1 the results were N370S GC 4.7% and FEN1 inhibitor -12.5%.
O=C(C1=C[C@H](c2csc3ccccc23)C[C@H](OCCCCO)O1)N1CCOCC1 was read as TDP1 block 2.6%, N370S GC -9.0% and FEN1 inhibitor 0.6%.
Screening C=CCOc1ccc(CNn2cn[nH]c2=S)cc1OCC returned TDP1 block 5.2% and FEN1 inhibitor -1.8%.
Screening COc1cc(NC(=O)c2noc(C)c2[N+](=O)[O-])c(OC)cc1Cl returned TDP1 block 4.7%, N370S GC 5.2% and FEN1 inhibitor 2.9%.
CCc1ccc(Cn2nnc(C(=O)Nc3ccc(OC)cc3OC)c2N)cc1 was read as TDP1 block -1.0%, N370S GC 2.8% and FEN1 inhibitor -3.3%.
For Cc1ccccc1Nc1c(-c2ccc(Cl)s2)nc2cccc(C)n12 the results were TDP1 block 0.0%[12.3 µM] and FEN1 inhibitor 5.1%.
For Cc1ccn2cc(-c3cccc(S(=O)(=O)N4CC(C)OC(C)C4)c3)nc2c1 (stereo not given) the results were TDP1 block 0.1%, N370S GC -4.9% and FEN1 inhibitor 11.2%.
For COc1cc(NS(=O)(=O)c2ccc(NS(=O)(=O)c3ccc(C)cc3)cc2)nc(OC)n1 the results were N370S GC -2.6% and FEN1 inhibitor -5.0%.
Screening CCOc1ccccc1C(=O)N(Cc1ccco1)Cc1ccccc1F returned TDP1 block 9.3% and FEN1 inhibitor -1.4%.
Screening O=c1oc2cc(O)ccc2cc1-c1ccc2c(c1)OCCO2 returned TDP1 block -8.1% and N370S GC 22.0%.
`O=C(O)c1ccc(Cl)c(Cl)c1` gave TDP1 block 8.2% and N370S GC 10.9%.
`CC(=O)c1cccc(NC(=O)C(C)N(C)CC(=O)Nc2ccc(Cl)cc2)c1` (stereo not given) gave TDP1 block 5.5%, N370S GC -7.1% and FEN1 inhibitor 6.9%.
`CCN(CC)C(=O)CSc1nc2ccsc2c(=O)n1CCCC(=O)NCCc1ccc(S(N)(=O)=O)cc1` gave TDP1 block 6.9%, N370S GC -2.0% and FEN1 inhibitor -32.7%.
CN(CC(=O)N1CCN(c2ccccc2)CC1)S(=O)(=O)c1cnc[nH]1 was read as TDP1 block 2.0%, N370S GC 20.6% and FEN1 inhibitor -3.1%.
For COc1ccc(S(=O)(=O)N2CCOCC2)cc1NC(=O)CCNC(=O)c1ccc([N+](=O)[O-])cc1 the results were TDP1 block 0.7% and FEN1 inhibitor -14.2%.
Screening CS(=O)(=O)c1ccc(Cl)c(NC(=O)CCc2ccccc2)c1 returned TDP1 block 0.0%, N370S GC 1.1% and FEN1 inhibitor 3.1%.
For CCOC(=O)CCCCC(=O)c1[nH]c(=O)[nH]c1CSc1nc(-c2ccccc2)c(C#N)c(=O)[nH]1 the results were TDP1 block 8.7%, N370S GC 2.9% and FEN1 inhibitor -2.4%.
`Cc1ccc(SCCN2C(=O)NC(C)(C)C2=O)cc1` gave TDP1 block -6.6%, N370S GC -1.6% and FEN1 inhibitor -4.7%.
Screening CCCCCCCCCCCCCCCCn1cc[n+](CC(C)=O)c1 returned TDP1 block 5.3%, N370S GC -1.5% and FEN1 inhibitor -13.5%.
Screening Oc1ccccc1-c1nc2ccc(Cl)cn2c1Nc1ccc2c(c1)OCCO2 returned TDP1 block 2.3% and FEN1 inhibitor 11.1%.
Screening Cc1nc(-c2ccccc2)nc2[nH]ccc(=O)c12 returned TDP1 block 1.0%, N370S GC 4.2% and FEN1 inhibitor -8.8%.
Screening COc1ccc(S(=O)(=O)/N=C2/C=CC(=O)C(C)=C2C)cc1 returned TDP1 block 6.2%, N370S GC 25.7% and FEN1 inhibitor 14.3%.
Screening Cc1c(N2C(=O)CSC2c2ccccc2)c(=O)n(-c2ccccc2)n1C (stereo not given) returned TDP1 block 5.6%, N370S GC -15.9% and FEN1 inhibitor 12.1%.

The closing two entries of the section before are carried over, then new ones follow.
Screening COc1ccc(S(=O)(=O)/N=C2/C=CC(=O)C(C)=C2C)cc1 returned TDP1 block 6.2%, N370S GC 25.7% and FEN1 inhibitor 14.3%.
Screening Cc1c(N2C(=O)CSC2c2ccccc2)c(=O)n(-c2ccccc2)n1C (stereo not given) returned TDP1 block 5.6%, N370S GC -15.9% and FEN1 inhibitor 12.1%.
O=C(CSc1nc2ccc(Cl)cc2[nH]1)c1c[nH]c2ccccc12 was read as TDP1 block 2.5%, N370S GC 20.5% and FEN1 inhibitor 0.7%.
Screening CCCCCCc1cc2cc(S(=O)(=O)c3ccc(F)c(Cl)c3)c(=O)oc2cc1O returned TDP1 block -4.6%, N370S GC -6.2% and FEN1 inhibitor -15.4%.
`C=Cn1c(C(=O)O)ccc1-c1ccc(CC)cc1` gave TDP1 block 6.8%, N370S GC inconclusive and FEN1 inhibitor 11.1%.
For CC(=O)c1ccc(NC(=O)C2C3CCC(C3)C2C(=O)O)cc1 (stereo not given) the results were TDP1 block 2.8%, N370S GC -2.6% and FEN1 inhibitor -2.8%.
`COc1ccc(C(=O)C2CCCN(C(=O)c3cccc(N(C)C)c3)C2)cc1OC` (stereo not given) gave TDP1 block 6.5%, N370S GC -16.6% and FEN1 inhibitor -3.9%.
For O=C1NC(c2ccc(-c3ccccc3[N+](=O)[O-])o2)C(C(=O)c2ccc(Cl)cc2)C(O)(C(F)(F)F)N1 (stereo not given) the results were TDP1 block 4.1%, N370S GC -5.2% and FEN1 inhibitor -22.5%.
COc1ccc(CNC(=O)CCCc2nnc3n(CCC(C)C)c(=O)c4sccc4n23)cc1 was read as TDP1 block 5.1% and FEN1 inhibitor 1.2%.
CCn1nnc(-c2ccc(N)cc2)n1 was read as TDP1 block 2.5%, N370S GC -21.1% and FEN1 inhibitor -0.3%.
Screening CCCCOCC1CN(c2ccccc2)C(=O)CS1 (stereo not given) returned TDP1 block 2.2%, N370S GC -1.7% and FEN1 inhibitor 12.8%.
For COc1ccnc(CSC(N)=Nc2ccc(F)cc2)c1 the results were TDP1 block 8.7%, N370S GC -12.3% and FEN1 inhibitor 1.7%.

High-throughput results (PubChem)
